DDE Tn7 FP inh: inhibitors of Tn7 peptide binding to human fibrin DD(E); P02675; FP displacement of FITC-Tn7 peptide from fibrin DD(E); 0% = median of compound wells per plate; inhibition, % at 8.3 µM; 370,000 compounds, 0.13% hits; AID 720508;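 active means inhibition above the mean of compounds falling within the control limits plus 3 SD of them, cut at about 14% in these data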;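 further: 0% = plate median of compound wells and 100% = 10 µM Aha-Tn7 peptide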
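Assay system: Fibrin-DD(E) protein isolated from polymerized human fibrin clots; read-out basis: percent inhibition; medium: Tris/NaCl/CaCl2 buffer, pH 7.8; signal: FP measurement; incubation: 10 min plus 3 h, room temperature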
ADAM10 inh: ADAM10 inhibition, QFRET primary screen; 370,000 compounds, 0.62% hits; recombinant ADAM10, EDANS/DABCYL FRET peptide cleavage, 3 h; inhibition, % at 7 µM; AID 720582; O14672;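 active means inhibition above a per-campaign cutoff equal to the mean of compounds falling between control-based bounds plus 3 SD, cut at about 20% in these data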;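 further: 0% = DMSO wells while the 100% control is not disclosed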
LEDGF integ inh: blocks HIV-1 LEDGF/p75-dependent DNA integration | TR-FRET IN-LEDGF/p75 DNA integration, Eu/Cy5 | 370,000 compounds, 0.64% hits | AID 743269 | inhibition, % at 3.7 µM;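 active means inhibition above the screen-wide mean plus 3 SD, cut at about 13% in these data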;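 further: signal is the Cy5 over europium emission ratio at 671 and 618 nm; 0% = plate median of compound wells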
Tn6 DDE FP: inhibitors of Tn6 peptide binding to human fibrin DD(E); P02675; 370,000 compounds, 0.21% hits; inhibition, % at 8.3 µM; Fibrin DD(E) TRITC-Tn6 fluorescence polarization displacement;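 active means inhibition above a per-campaign cutoff: mean of compounds within control limits plus 3 SD, cut at about 15% in these data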;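 further: 0% = median of all compound wells on the plate and 100% = blocking peptide control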
ASAP1 inh: blocks human ASAP1-stimulated Arf1 GTP hydrolysis | Q9ULH1 | GDP FP detection | inhibition, % at 16.5 µM | 360,000 compounds, 0.19% hits; in the data active means inhibition above about 25%;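 further: 0% = vehicle with enzyme and substrate and 100% = no enzyme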
Target sequence (Q9ULH1 325-724 limits assumed): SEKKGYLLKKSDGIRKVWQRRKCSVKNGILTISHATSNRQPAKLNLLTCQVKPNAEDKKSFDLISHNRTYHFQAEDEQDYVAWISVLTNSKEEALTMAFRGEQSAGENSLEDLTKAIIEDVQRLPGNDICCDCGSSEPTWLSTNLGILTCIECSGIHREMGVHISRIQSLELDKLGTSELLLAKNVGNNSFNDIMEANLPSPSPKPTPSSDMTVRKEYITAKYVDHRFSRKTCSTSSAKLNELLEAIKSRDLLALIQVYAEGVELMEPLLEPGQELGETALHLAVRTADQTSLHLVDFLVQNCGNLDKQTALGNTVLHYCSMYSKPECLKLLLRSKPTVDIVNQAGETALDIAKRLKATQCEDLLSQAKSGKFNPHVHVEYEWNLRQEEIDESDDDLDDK
PLC-gamma1 inh: blocks human PLC-gamma1 enzyme activity. P19174. purified PLC-gamma1, fluorogenic substrate, fluorescence. inhibition, % at 12.2 µM. 370,000 compounds, 0.84% hits; in the data active means inhibition above about 9.5%
ARFGAP1 inhibitor: rat ARFGAP1 inhibition | inhibition, % at 16.5 µM | Arfgap1-stimulated ARF1 GTP hydrolysis, GDP FP detection | AID 651572 | 360,000 compounds, 0.26% hits;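 active means inhibition above a per-plate limit, mean inhibition of low control wells plus 3 SD, cut at about 25% in these data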;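 further: 0% = DMSO wells with enzyme and 100% = wells lacking Arfgap1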
Target sequence (Q62848 1-136 limits assumed): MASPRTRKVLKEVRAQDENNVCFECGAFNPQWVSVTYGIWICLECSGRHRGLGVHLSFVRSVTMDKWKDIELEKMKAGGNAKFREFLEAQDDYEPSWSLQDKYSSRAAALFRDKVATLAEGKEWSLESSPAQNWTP
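system = rat Arfgap1 catalytic domain, aa 1-136 | technique = FP, GDP Alexa 633 tracer displaced from anti-GDP antibody, 620/688 nm | compound = one concentration, 16.5 µM, DMSO 1.26% | medium = HEPES-based buffer, pH 7.5 | timing = compound-enzyme preincubation 20 min, reaction 120 min, detection 60 min, 25 °C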
ADAM17 inh: inhibitors of human ADAM17; recombinant ADAM17, EDANS/DABCYL FRET peptide cleavage; 370,000 compounds, 0.83% hits; P78536; inhibition, % at 6.95 µM;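 active means inhibition above the mean of compounds lying between control limits plus 3 SD, set per campaign, cut at about 8.5% in these data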;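 further: 0% = DMSO-only wells as the low control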
TDP2 inh: blocks human TDP2 phosphodiesterase activity | O95551 | recombinant TDP2, T5PNP hydrolysis, p-nitrophenol absorbance 415 nm | inhibition, % at 12.8 µM | 370,000 compounds, 0.34% hits | AID 720702;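 active means inhibition above the mean of all tested compounds plus 3 SD, set per campaign, cut at about 25% in these data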;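 further: 0% = DMSO with enzyme and 100% = buffer with substrate but no TDP2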
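System – recombinant human TDP2 · Quantity – TDP2 enzyme at 120 nM final · Doses – single concentration, 12.8 µM nominal, with 1% DMSO · Incubation – 2 h at 37 °C · Measured by – epi absorbance of p-nitrophenol freed from T5PNP by hydrolysis · Read-out – % inhibition relative to enzyme-containing and enzyme-free wells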
proKLK7 act: proKLK7 (human) activation, primary screen; activation, % at 7 µM; 370,000 compounds, 0.9% hits; purified proKLK7, EDANS-DABCYL substrate fluorescence; 100% is mature enzyme control, 0% vehicle; P49862;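 active means activation above the mean of all tested compounds plus 3 SD, computed per campaign excluding outliers beyond control limits, cut at about 13% in these data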
Target sequence (P49862 whole entry, looked up): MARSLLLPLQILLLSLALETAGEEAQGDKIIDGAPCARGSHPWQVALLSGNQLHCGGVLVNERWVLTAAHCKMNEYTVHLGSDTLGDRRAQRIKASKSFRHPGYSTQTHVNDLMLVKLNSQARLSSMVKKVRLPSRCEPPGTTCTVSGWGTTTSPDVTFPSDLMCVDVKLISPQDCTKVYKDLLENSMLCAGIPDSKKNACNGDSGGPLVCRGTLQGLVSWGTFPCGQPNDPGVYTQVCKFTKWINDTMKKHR
Active calls of the source: *.

SMILES	DDE Tn7 FP inh	ADAM10 inh	LEDGF integ inh	Tn6 DDE FP	ASAP1 inh	PLC-gamma1 inh	ARFGAP1 inhibitor	ADAM17 inh	TDP2 inh	proKLK7 act
Cc1ccc2c(CN3CCN(Cc4ccccc4)CC3)cc(=O)oc2c1C	-3	7	-1	-2	-7	1	-13	3	-11	-0.1
CCCCc1cc(=O)oc2cc(C)cc(OCC(=O)NC(Cc3ccc(Cl)cc3)C(=O)O)c12 (stereo unspecified)	1	-376	2	-1	-1	-108	-3	-96	-4	5.1
CN(C(=O)c1cccc(NC(=O)Cc2cccc(NC(=O)C3CCCN(C(=O)CCc4ccccc4)C3)c2)c1)C1CCC1 (stereo unspecified)	10	4	1	-2	-7	0	-3	0	-2	0.2
COC(=O)C1=C(C)N(Cc2ccc(C(F)(F)F)cc2)C(=NCc2ccccc2)NC1c1ccccc1C(F)(F)F (stereo unspecified)	10	-17	0	0	-3	0	9	-7	8	0.1
CC(C)c1ccc2nc3sc(C(=O)N4CCc5ccccc5C4)c(N)c3cc2c1	-4	-56	6	4	-3	-49	1	-33	-7	0.8
COc1ccc(C(=O)CNc2ccccc2C#N)cc1	-2	0	2	-2	9	-1	18	-2	-8	0.0
O=C1[C@@H]2[C@@H]3C[C@@H]([C@H]4ON=C(c5ccc(Cl)cc5)[C@@H]34)[C@@H]2C(=O)N1C1CCCCC1	5	1	4	-1	3	1	2	4	9	-0.3
Cc1cc(OCC(=O)OCC(=O)NC2CCS(=O)(=O)C2)ccc1Cl (stereo unspecified)	4	-12	-1	4	-1	-4	7	-2	6	-0.6
N#Cc1cc(-c2ccccc2)nc(Oc2ccccc2)n1	-2	-4	1	-8	12	2	-14	-3	5	0.3
CC(C)(OC(=O)c1ccc(C(F)(F)F)cc1)c1cc2ccccc2c(=O)o1	-4	2	0	-5	1	2	3	2	4	-0.3
CCn1c(SCC(=O)Nc2ccc(C(C)=O)cc2)nc2nc3c(cc2c1=O)CCCC3	-4	2	3	-2	13	9.7*	0	0	-5	-0.4
CCN(CC)S(=O)(=O)c1ccc2c(c1)nc(SCc1nc3ccsc3c(=O)[nH]1)n2CC	3	-1	0	3	-4	-20	2	-5	0	0.7
Cc1nnnn1CC(=O)Nc1cccc([N+](=O)[O-])c1	7	-1	-7	2	-2	-2	-3	-3	-7	0.0
CCOc1ccc2[nH]c(=O)c(C(c3nnnn3CC3CCCO3)N3CCc4ccccc4C3)cc2c1 (stereo unspecified)	-2	-367	2	9	6	-135	3	-93	4	6.8
COCCCNC(=O)Cn1nc(-c2ccccc2OC)ccc1=O	-12	8	0	6	1	7	2	10*	-11	0.0
COCCCNC(=O)c1cc(S(=O)(=O)N2CCOCC2)ccc1SCc1cccc(OC)c1OC	1	3	4	-1	-7	3	7	-2	16	0.1
COc1ccc(NC(=O)NCc2ccccn2)c(OC)c1	2	-3	2	1	-6	2	12	-2	-4	0.2
O=C(CCNS(=O)(=O)c1ccc2ccccc2c1)NCCOc1ccccc1	-4	-6	-3	-1	-5	-3	-2	0	0	-0.5
O=C(CSCc1ccccc1)NNC(=S)Nc1cccc(Cl)c1Cl	-2	1	9	-3	1	-1	-1	1	-9	0.4
COCc1nnc(NC(=O)CSc2ccccc2)s1	-7	8	2	5	0	3	9	0	9	0.0
C=CCN(c1ccccc1)S(=O)(=O)c1cccc(C(=O)NCC2CCCO2)c1 (stereo unspecified)	5	-3	-1	12	2	-2	-6	-3	16	0.4
COc1ccc(Cl)cc1CN1CCOCC1	7	1	-1	-11	13	8	5	-4	-5	-0.5
CCn1c(/C=C/c2ccc(F)cc2)nc2ccccc2c1=O	3	1	-4	-9	-6	-12	1	0	-11	-0.5
O=S(=O)(/N=C(/Nc1ccc(F)c(F)c1F)c1ccccc1)c1ccccc1	-11	3	1	-1	-5	-1	19	-1	2	-0.7
CC(C)(C)c1ccc(CNc2ccc([N+](=O)[O-])cn2)cc1	-6	10	-1	3	1	2	0	4	-2	0.3

2 entries from above, with two lines to a compound:
Every second line gives: DDE Tn7 FP inh	ADAM10 inh	LEDGF integ inh	Tn6 DDE FP	ASAP1 inh	PLC-gamma1 inh	ARFGAP1 inhibitor	ADAM17 inh	TDP2 inh	proKLK7 act
- CCn1c(SCC(=O)Nc2ccc(C(C)=O)cc2)nc2nc3c(cc2c1=O)CCCC3
 : -4	2	3	-2	13	9.7*	0	0	-5	-0.4
- CC(C)c1ccc2nc3sc(C(=O)N4CCc5ccccc5C4)c(N)c3cc2c1
 : -4	-56	6	4	-3	-49	1	-33	-7	0.8

Other records
SMILES	DDE Tn7 FP inh	ADAM10 inh	LEDGF integ inh	Tn6 DDE FP	ASAP1 inh	PLC-gamma1 inh	ARFGAP1 inhibitor	ADAM17 inh	TDP2 inh	proKLK7 act
Cc1cc[n+](C2=C([O-])c3ccccc3C(=O)/C2=N\S(=O)(=O)c2cccs2)cc1C	6	0	6	-2	-6	4	-6	2	0	0.1
Cc1ccc2cc(C(c3nnnn3Cc3ccccc3)N3CCc4ccccc43)c(=O)[nH]c2c1C (stereo unspecified)	6	-18	1	2	-12	-17	-12	-3	3	-0.9
CCN(CC)c1nc(-c2ccc(Cl)cc2)cc(C(F)(F)F)c1C#N	1	0	-1	1	4	-3	13	-2	1	0.4
O=C(Cn1cc(C(F)(F)F)ccc1=O)Nc1cc(S(=O)(=O)N2CCOCC2)ccc1Cl	1	7	7	0	-7	2	7	1	-1	-0.7
Cc1cnc(C(=O)Nc2ccc(C)c(S(=O)(=O)N(C)C)c2)cn1	-4	-5	1	-6	3	4	3	-2	-3	0.0
O=C(CSc1nc(-c2ccco2)cc(C(F)(F)F)n1)Nc1ccc2c(c1)OCO2	-1	3	2	-4	-1	0	7	0	2	0.5
COc1ccc(CC(=O)Nc2cccc(SC)c2)cc1OC	-1	5	7	-1	-1	4	3	1	4	-0.1
Cc1ccc(CNC(=O)c2cncc(Br)c2)cc1	-4	-16	-3	-3	6	1	-2	-5	-4	0.1
O=C(NCc1cc(C(F)(F)F)ccc1F)C1CCC(=O)N(C2CC2)C1 (stereo unspecified)	-6	-11	-1	6	-4	-1	7	-7	-10	-0.4
COc1ccc(/C(C)=N/NC(=O)c2nnn(-c3nonc3N)c2-c2cccs2)cc1OC	-2	3	6	4	10	1	-6	7	-21	-0.5
Fc1ccc(NCc2nnc(SCc3ccccc3)o2)cc1	9	5	-2	1	15	4	14	-5	-7	0.1
c1ncn(C23CC4CC(CC(C4)C2)C3)n1	-4	2	-1	-9	6	4	2	3	-3	0.2
FC(F)(F)c1cc(-c2ccco2)nc(NCc2ccco2)n1	1	-33	1	6	-1	-25	4	-10	1	0.7
COc1cccc(Oc2cc(NN3CCCCC3)c([N+](=O)[O-])cc2[N+](=O)[O-])c1OC	5	-5	-2	3	2	-11	4	1	0	0.7
O=C(CSCCO)Nc1cccc(C(F)(F)F)c1	-3	-5	0	0	-8	1	-9	-3	-4	-0.1
Cc1nn(C(C)(C)C)c(NC(=O)c2ccc(Cl)cc2Cl)c1Br	2	0	-1	-6	-3	1	-9	1	8	-0.3
Cc1ccc(S(=O)(=O)N2CCCC(C(=O)NC3CC3)C2)cc1 (stereo unspecified)	-14	9	6	4	6	3	-6	3	-9	-0.1
O=C(COC(=O)c1ccc(-c2nnc(-c3ccccc3)o2)cc1)c1ccccc1	1	0	-1	0	3	-1	0	0	11	-0.2
Cc1cccc(N2CC(C(=O)Nc3ccc(S(=O)(=O)NCC4CCCO4)cc3)CC2=O)c1C (stereo unspecified)	4	7	-3	-5	-1	-2	14	-3	-6	0.5
C=CC[C@H](CC(=O)NCCO)C(=O)NC[C@@H](OC(=O)[C@H](CC=C)CC(=O)OC(C)(C)C)c1ccccc1	-3	5	3	0	-1	0	-5	-4	-2	0.3
COCCCNC(=O)C[C@@H]1C[C@@]2(C(=O)OC)CCCCC=C2N(Cc2ccccc2)C1=O	6	-14	2	5	1	4	-1	-6	-17	0.3
CCOC(=O)[C@H]1[C@H]2COc3ccc(Cl)cc3[C@@H]2N2C(=O)c3cc(Br)ccc3NC(=O)[C@@]12C	-7	23*	-1	-12	8	-2	14	6	-3	0.6
CC(C)CN(C(=O)CSc1nc2ccccc2c(=O)[nH]1)c1c(N)n(CC(C)C)c(=O)[nH]c1=O	-5	-12	-2	-6	4	-1	-7	-1	2	-0.2
CCCCc1nc2sc3c(=O)n(N)cnc3c2c2c1CCC2	7	0	-1	2	-9	4	-4	-1	13	0.0
Cc1ccc(NCc2nnc(SCC(=O)OC3CCCCC3)o2)c(C)c1	-5	-6	2	-4	14	0	-5	3	-9	0.1
(further entries)
SMILES	DDE Tn7 FP inh	ADAM10 inh	LEDGF integ inh	Tn6 DDE FP	ASAP1 inh	PLC-gamma1 inh	ARFGAP1 inhibitor	ADAM17 inh	TDP2 inh	proKLK7 act
COc1ccc(C(C#N)N2CCCCC2)cc1OC (stereo unspecified)	2	-6	0	2	5	0	1	-2	1	-0.4
Cc1cc(OC2CCCCC2)nc(NCc2ccccc2)n1	2	-2	-6	-3	13	-1	1	-5	1	-0.1
O=C(O)/C=C\C(=O)Nc1ccccc1C(=O)N1CCC(O)(c2ccc(Cl)cc2)CC1	-5	-3	0	-6	13	0	-3	-4	-10	0.3
O=C(O)CNC(=S)N(Cc1ccccc1Cl)C1CCCCC1	2	3	5	2	4	-4	7	-5	1	0.3
O=C(Nc1ccc(S(=O)(=O)N2CCOCC2)cc1)c1ccc(Cl)cc1Cl	3	-2	-6	2	-8	-3	-4	-2	-14	0.1
O=C(CCCn1c(SCC(=O)Nc2ccccc2C(F)(F)F)nc2ccccc2c1=O)NCC1CCCO1 (stereo unspecified)	1	-1	3	-1	-1	1	-1	-4	4	-0.1
COc1cc(CCC(=O)OCC(=O)Nc2ncc(Cl)cc2Cl)cc(OC)c1OC	-4	-1	0	1	-7	-2	11	-2	-3	0.4
COC(=O)[C@@]12CCCN1[C@H](c1ccc(-c3ccc(OC)cc3)c(OC)c1)[C@@H]1C(=O)N(C)C(=O)[C@@H]12	8	-131	0	-5	-3	-404	11	-41	-13	-11
CC(=O)c1cccc(NC(=O)Nc2c(C)nn(C)c2C)c1	-6	2	1	-7	-1	3	-7	1	15	-0.2
Cc1cccc(-c2n[nH]c(=S)n2/N=C/c2ccco2)c1	8	-1	-2	-2	1	-2	0	-3	-2	0.2
Cc1ccc(Nc2nc(C)cs2)cc1	-11	-2	3	0	7	0	-8	1	0	-0.9
Cn1cc(C(=O)Nc2ccccn2)c(=O)c2ccccc21	-1	15	7	-1	0	8	9	-2	-21	0.1
Cc1ccc(CN(N=Nc2nonc2N)c2nonc2N)c(C)c1	8	-1	4	-3	-5	7	7	3	4	-0.4
O=C(C1CCCCC1)N1CCN(c2ccccc2F)CC1	6	-2	0	42*	-11	1	4	-4	9	0.0

Source: PubChem BioAssay
